High-throughput results deposited in PubChem BioAssay by Sanford-Burnham Center for Chemical Genomics.
SENP1 inh – human SENP1 catalytic domain inhibitors, primary screen, biochemical, FRET, uHTS; actives 0.21% (n = 360,000); AID 624204, 2012; inhibition, % at 10 µM; Sentrin-specific protease 1 (Homo sapiens), Q9P0U3; recombinant SENP1 catalytic domain, CyPet-SUMO1-YPet FRET cleavage;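 active = inhibition at least 30% at 10 µM, raw YFP signal under a set limit, fluorescence ratio 0.5 to 1.5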;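 also: 0% = enzyme with DMSO and 100% = no enzyme wells; some results filed as inactive read as strong as hits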
Target sequence (Q9P0U3 419-644 limits assumed): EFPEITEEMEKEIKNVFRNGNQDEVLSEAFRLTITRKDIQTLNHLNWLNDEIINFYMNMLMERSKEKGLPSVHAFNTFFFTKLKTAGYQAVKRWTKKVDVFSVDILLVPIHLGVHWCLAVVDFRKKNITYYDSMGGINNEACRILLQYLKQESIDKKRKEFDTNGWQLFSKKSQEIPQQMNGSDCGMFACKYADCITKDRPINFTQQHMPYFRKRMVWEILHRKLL
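Controls: no-enzyme wells low, DMSO-plus-enzyme wells high control. Test system: human recombinant His6-tagged SENP1 catalytic domain enzyme. Reagent: SFCypet-SUMO1-SFYpet FRET protein substrate, 25 nM final. Doses: one dose per compound, 10 µM, 0.5% DMSO. Detection: FRET, CFP and YFP emission. Timing: 50 min reaction at room temperature.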
Numbers without * were called inactive. The list is partial; the hit share may differ from the screen's.

SENP1 inh,Compound
0.8,Cc1cccc(C)c1NC(=O)Nc1nnc([C@H]2C[C@H](O)[C@@H](CO)O2)s1
-0.1,CCOC(=O)C1=C(C(=O)OCC)N(CC2CCCCC2)CCC1=O
0.1,O=C(c1ccc2ccccc2c1O)N1CCCCC1
-6.3,Cc1ccc(OCCNC(=O)c2cccc(S(=O)(=O)N3CCN(Cc4ccccc4)CC3)c2)cc1
2.0,CN(C(=O)c1cccc(NC(=O)Cc2ccc(NC(=O)C3CCCN(C(=O)C4CCCCC4)C3)cc2)c1)C1CCC1 (stereo not given)
-0.8,NCCCNC(=O)Cn1c(=O)c2c3c(sc2n(Cc2ccccc2)c1=O)CCCC3
1.5,CC(=NNC(=S)N1CC2CCC(CC2)C1)c1ccncn1
-0.8,Cc1cc(=O)[nH]c(NNC(=O)c2ccc(Cl)cc2)n1
0.4,O=C(NC1CCCCC1)c1ccc(-c2cn[nH]c2)c2ccoc12
1.0,COC(=O)c1ccc2c(c1)C(NC(C)=O)CCc1cc(OC)c(OC)c(OC)c1-2 (stereo not given)
1.1,O=C(C[C@H]1CC[C@H]2[C@@H](COC[C@@H](O)CN2S(=O)(=O)c2ccccc2)O1)N[C@@H]1CCN(Cc2ccccc2)C1
-43.6,O=C(NCCNCc1cccc(Cl)c1)c1ccco1
0.3,CCCCC[C@H](C)N1C[C@H](COCc2ccccc2)Oc2cc(N3CC[C@H](O)C3)ccc2S1(=O)=O
-0.3,CC(C)=CCC[C@H](C)C[C@@H]1CC2=C(C(=O)OC(C)(C)O2)[C@@H](c2ccc(F)cc2)O1
1.0,C[C@H]1COc2cccc(N3CCC[C@@H]3CO)c2S(=O)(=O)N1
-3.0,CC1(C(=O)Nc2ccc3c(c2)OCO3)Cc2c(-c3ccc4c(c3)OCO4)ccnc2O1 (stereo not given)
2.3,Cc1cccc(-c2n[nH]nc2C2=CC(=O)CC(C)(C)C2)c1
3.3,Nc1ccccc1SC(CC(=O)c1ccccc1)c1ccc([N+](=O)[O-])cc1 (stereo not given)
2.9,Cc1cccn2cc(COc3ccc(-c4ccccc4)cc3)nc12
1.7,O=C(/C=C/[C@H]1O[C@@H](n2cnc3c(NC(=O)c4ccccc4)ncnc32)[C@H](O)[C@@H]1O)NCc1cccs1
-4.1,Cn1c(=O)c2cc(NC(=O)Cc3ccccc3F)ccc2n1-c1ccc(C(C)(C)C)cc1
-2.5,COc1ccccc1NC(=O)N(C)C[C@H]1OCc2cn(nn2)CCCC(=O)N([C@@H](C)CO)C[C@@H]1C
0.7,Cc1cccn2c1nc(=S)n2C(=O)c1ccco1
-0.7,O=C(CN1CCCC1c1cccs1)Nc1cc(S(=O)(=O)N2CCCCC2)ccc1Cl (stereo not given)

Brought forward from above: six entries; new compounds follow.
SENP1 inh,Compound
2.9,Cc1cccn2cc(COc3ccc(-c4ccccc4)cc3)nc12
1.7,O=C(/C=C/[C@H]1O[C@@H](n2cnc3c(NC(=O)c4ccccc4)ncnc32)[C@H](O)[C@@H]1O)NCc1cccs1
-4.1,Cn1c(=O)c2cc(NC(=O)Cc3ccccc3F)ccc2n1-c1ccc(C(C)(C)C)cc1
-2.5,COc1ccccc1NC(=O)N(C)C[C@H]1OCc2cn(nn2)CCCC(=O)N([C@@H](C)CO)C[C@@H]1C
0.7,Cc1cccn2c1nc(=S)n2C(=O)c1ccco1
-0.7,O=C(CN1CCCC1c1cccs1)Nc1cc(S(=O)(=O)N2CCCCC2)ccc1Cl (stereo not given)
0.9,CCCNC(=O)C1(C)CCCN(Cc2ccc(C)cc2)C1 (stereo not given)
0.1,CC1(C)CN(C2CCCCC2)C(=O)[C@H]1CC(=O)Nc1ccccc1
-26.3,Clc1ccc(/C=C\c2nccc3c2[nH]c2ccccc23)cc1
0.6,COC(=O)c1ccccc1NC(=O)CSc1nc2ccsc2c(=O)n1CCCCC(=O)O
2.3,CC(C)C1C(=O)N(Cc2cn(CCC3OCCO3)nn2)CCS(=O)(=O)N1Cc1ccc(-c2cccc(N(C)C)c2)cc1 (stereo not given)
-6.8,CCN(C(=O)COC(=O)/C=C/c1c(C)nn(-c2ccccc2)c1C)c1c(N)n(Cc2ccccc2)c(=O)[nH]c1=O
1.1,CCN1CC(C)(C)N(C(=O)c2ccccc2)CC1(C)C
-1.9,COCCNc1nc2cc(-c3ccccc3OC)sc2c(=O)n1C
1.6,O=c1[nH]nc(-c2ccc(F)cc2)cc1-c1ccccc1
-0.9,CCOc1ccc(CCN2C(=O)C(=O)N([C@@H](Cc3ccccc3)CN3CCC[C@H]3CN3C(=O)C(=O)NC[C@@H]3Cc3ccccc3)C[C@@H]2CC(C)C)cc1
-66.2,Fc1ccccc1-c1nc(NCC2CC2)nc2ccsc12
0.5,COCCNC(=O)c1ccc(N2CC3CC(C2)c2cccc(=O)n2C3)c(NC(=O)c2ccccc2Br)c1 (stereo not given)
0.1,CCCCN1C(=O)C(CC(=O)NCCCCc2ccccc2)CC(C(=O)N(C)C)=C1C (stereo not given)
2.1,O=P(Cc1cccc2ccccc12)(c1ccccc1)c1ccccc1
-1.6,CC1(C)N=C(N)N=C(N)N1c1cccc(C#N)c1
-1.0,CCOC(=O)C1CCCN(C(=O)c2ccncc2)CC1 (stereo not given)
0.1,CC(CNC1CCCCC1)OC(=O)c1ccc([N+](=O)[O-])cc1 (stereo not given)
1.7,COc1cc(C(O)c2nc(-c3cccc(C#N)c3)cs2)ccc1F (stereo not given)
0.7,N#CCCN(Cc1ccccc1)C(c1ccnc2ccccc12)c1nnnn1-c1ccc2c(c1)OCCO2 (stereo not given)
0.2,COc1ccc([C@@H]2CC(=O)[C@@H]3CN(S(=O)(=O)c4ccc(C)cc4)[C@H](c4cccc(Cl)c4)C[C@@H]3N2S(=O)(=O)c2ccccc2)cc1
3.6,CCSc1nc(COC(=O)NC)c(COC(=O)NC)n1C
3.2,COc1cccc(CN(C)C(=O)c2ccc(S(=O)(=O)Nc3ccccc3C)cc2)c1OC
2.9,COc1cc(CNc2ccc(N3CCN(C(C)=O)CC3)cc2)ccc1OCc1ccc(F)cc1
-170.7,CCOC(=O)c1c(NC(=O)CSc2ncccn2)sc2c1CCN(Cc1ccccc1)C2
-47.9,Nn1cnnc1N/N=C\c1ccc(-c2ccccc2[N+](=O)[O-])o1
0.8,CCc1ccc(-c2ccc(SCC(=O)NC3CCCC3)nn2)cc1
1.4,COc1ccccc1C(CC(=O)c1ccccc1)C(=O)c1ccccc1 (stereo not given)
1.3,CCCCCCCCN1C(=O)[C@H](CC(=O)N2CCSCC2)C[C@@]2(C(=O)OC)CCCCC=C12
1.3,O=C(CSc1nnc2ccc(-c3ccccn3)nn12)Nc1ccc(F)cc1
1.8,O=C1[C@H]2[C@@H](c3ccc(C(F)(F)F)cc3)N[C@]3(CCCN(Cc4ccc(Br)cc4)C3=O)[C@H]2C(=O)N1Cc1ccccc1
0.6,CSc1ccc(CN2CCC2(C)C(=O)Nc2cnc3ccccc3c2)cc1 (stereo not given)
0.8,O=C(O)C1(Nc2ccccc2Cl)CCCC1
-0.5,Cc1ccc([C@H]2C[C@H](O)[C@@H](n3cc(C4CC4)nn3)CN2CC2CCCCC2)cc1
-2.1,Nc1cc(=O)n(Cc2ccccc2)c(=O)n1Cc1ccccc1
1.9,CC(=O)Oc1ccc(Cn2c(C)c(C(=O)NCc3ccc(C#N)cc3)sc2=O)cc1
-6.3,COc1ccc(C(N)c2csc(Nc3ncccn3)n2)cc1 (stereo not given)
2.5,O=C(Nc1ccc(F)c(Cl)c1)c1csc([C@@H]2O[C@H](CO)[C@H](O)[C@H](O)[C@H]2O)n1
-1.6,CC1C(=O)N(Cc2cn(CCC3OCCCO3)nn2)CCS(=O)(=O)N1Cc1ccc(-c2cccc(CO)c2)cc1 (stereo not given)
-2.3,CCCCC(=O)N(C)c1c(CC)nc2c(OCC=C(C)C)cccn12
-2.1,C[C@H](CO)N1C[C@H](C)[C@@H](CN(C)Cc2ccc3c(c2)OCCN3C)OCc2cnnn2CCCC1=O
1.0,CCOC(=O)C1(NC(=O)C2(N3C(=O)c4ccccc4C3=O)CCCC2)CCCC1
0.0,Cc1ccc(S(=O)(=O)N2C[C@H]3C(=O)C[C@@H](c4ccc(Cl)cc4)N(S(=O)(=O)c4ccccc4C)[C@H]3C[C@H]2c2cccc(Cl)c2)cc1
1.2,COc1ccc(OC)c(NC(=O)C2(C)CCN2C(=O)C(C)(C)c2ccccc2)c1 (stereo not given)
0.9,O=C(Nc1ccccc1Cl)c1cc(C2CCCN(C(=O)c3ccccc3)C2)on1 (stereo not given)
0.8,CC1=CC2C(C3C=CC2(C)C(=O)C3(C)O)C(C)(O)C1=O (stereo not given)
-1.9,CC(=NNC(=S)N1CCCCCC1)c1ccccn1
2.6,Cc1cccc(C(=O)N2CCC(=O)N([C@H](COCc3cccc(Cl)c3)Cc3ccccc3)CC2)c1
1.4,Cc1nn(-c2ccccc2)c(C)c1C(=O)OCC(=O)Nc1ccccc1Cl
2.2,COc1cccc(CNC(=O)C2(C)CCCCN2C)c1 (stereo not given)
1.2,O=C(Nc1cccc(C(F)(F)F)c1)Oc1ccc(Cl)c2cccnc12
66.2*,CCOC(=O)/C=C/c1cc(F)ccc1O
-1.3,O=c1c(-c2cccnc2)nc2ccccc2n1C(c1ccccn1)c1nc2ccccc2[nH]1 (stereo not given)
1.8,Cc1cccc(C)c1NC(=O)C(c1ccnc2ccccc12)N1CCN(C)CC1 (stereo not given)
-0.5,CCOC(=O)c1coc(C(=O)OCC)c1C(=O)OCC
-30.7,Cc1nc2c(OCc3cccc(Cl)c3)cccn2c1N(C)CC1CC1
1.7,CC(=O)Nc1ccc(-c2ccnc3c2CC(C)(C(=O)Nc2ccc(F)c(Cl)c2)O3)cc1 (stereo not given)
6.6,COC1=C(Br)C(=O)c2nc(C)ccc2C1=O
-1.0,CCOC1=C2CN(S(=O)(=O)c3ccc(C)cc3)[C@H](c3ccccc3)C[C@H]2n2c(=O)n(-c3ccccc3)c(=O)n2C1
1.6,CC(=O)Nc1cc2c(cc1Cl)-c1ccccc1C2O (stereo not given)
0.2,COc1ccc(S(=O)(=O)N(C)C[C@H]2Oc3ncc(C#CC4(O)CCCC4)cc3C(=O)N([C@@H](C)CO)C[C@@H]2C)cc1

Next part
SENP1 inh,Compound
-22.7,Cc1cc(C(=O)COC(=O)c2ccc(NC(=O)CC#N)cc2)c(C)n1CC(F)(F)F
2.9,CC(C)(C)OC(=O)N(CCc1ccccc1)Cc1ccccc1OCc1cccc(NC(=O)/C=C/c2ccccc2)c1
1.4,Cc1ccccc1CC(=O)N1CCC(CCC(=O)NC2CC2)CC1
0.4,O=C(c1ccc([N+](=O)[O-])cc1)N(Cc1ccccc1)Cc1ccccc1
2.3,CCc1nc2c(OCc3ccccc3)cccn2c1N(C)C(=O)c1ccc2c(c1)OCO2
3.0,c1ccc(NN=C(c2ccccc2)c2cccs2)cc1
3.3,Cc1cccc(NC(=O)CSCC(=O)Nc2cc(C(F)(F)F)ccc2N2CCOCC2)c1
2.9,CC1(c2cccc(Br)c2)NC(=O)N(CC(=O)Nc2ccc(N3CCCCC3)cc2)C1=O (stereo not given)
1.0,O=C(NCc1ccccc1)C1c2ccccc2OCC(=O)N1CCCN1CCOCC1 (stereo not given)
-48.9,O=C(NCc1ccccc1)C(c1ccncc1)n1c(=O)c(-c2ccco2)nc2ccccc21 (stereo not given)
-2.0,CCCN(CCC)Cc1cc(=O)oc2ccc3ccccc3c12
0.1,CNc1cc(-c2cnn(CC(C)C)c2)ncn1
-2.4,OC[C@@H]1CN(Cc2ccco2)C[C@H](n2cnc3c(NC4CC4)ncnc32)O1
1.7,O=C1c2c(-c3ccc(Br)cc3)noc2CCN1Cc1cn(Cc2ccccc2)nn1
-1.0,Nc1ncnc2c1ncn2[C@@H]1O[C@H](CNC(=O)[C@H](N)Cc2cccnc2)[C@@H](O)[C@H]1O
-0.7,COc1cc(C)ccc1S(=O)(=O)NC(=O)C1(C)CCN1C(=O)Cc1ccc(C(C)(C)C)cc1 (stereo not given)
-7.4,COc1cc(C2C(C#N)=C(N)Oc3cc(C)n(CC4CCCO4)c(=O)c32)cc2c1OCO2 (stereo not given)
-2.5,COc1ccc(-c2nnc(SCC(=O)Nc3sc4c(c3C#N)CCC4)n2CC2CCCO2)cc1 (stereo not given)
-16.6,CC(=O)C1=C(O)C(=CC=Cc2ccccc2)OC1=O
1.2,O=C(CSc1ncnc2scc(-c3ccc(Cl)cc3)c12)NCc1ccc2c(c1)OCO2
1.9,CNc1cccc(-c2ccccc2CO)n1
2.8,COc1ccc2c(c1)CCC1(C)CC(=O)C=C21 (stereo not given)
-6.1,C=C1C(=O)O[C@H]2[C@H]1[C@H](OC(=O)/C(C)=C\C)C[C@]1(CO1)[C@@H]1[C@H](OC(C)=O)C=C(C)[C@]21O
1.0,CCCS(=O)(=O)NC(=O)C1(C)CCN(C(=O)c2c(-c3ccccc3)noc2C)C1 (stereo not given)
-1.2,C(=NN=C1c2ccccc2-c2ccccc21)c1c[nH]c2ccccc12
0.3,COc1ccccc1Nc1cc(C)nc2c(C)cccc12
2.5,CN(C)Cc1cccc(-c2ccccc2)c1O
0.9,O=C1NN=C2CCCCCCCCCCC12 (stereo not given)
-1.1,COc1ncnc2c1ncn2CCCNCC(c1ccccc1)c1ccccc1
-13.3,Oc1[nH]c(N=C2N=c3ccccc3=N2)c2ccccc12
3.6,c1ccc(-c2nc(-c3cccnc3)cs2)cc1

2 compounds drawn at random from the list so far:
SENP1 inh,Compound
-1.2,C(=NN=C1c2ccccc2-c2ccccc21)c1c[nH]c2ccccc12
2.5,CN(C)Cc1cccc(-c2ccccc2)c1O
